Assay outcomes from PubChem.
SRC1 TRFRET art: TR-FRET detection interference compounds, primary screen, artefact control for PPARgamma SRC-1 recruitment agonists, biochemical, TR-FRET emission ratio. 99,000 compounds, 0.34% hits. TR-FRET ratio at 8 µM. TR-FRET detection artefact counter-screen; stronger effect = higher value; in the data active = TR-FRET ratio above about 2300; also: inactives centre near 1800
SRC3 TRFRET art: TR-FRET detection interference compounds, artefact control for PPARgamma SRC-3 recruitment agonists, biochemical, TR-FRET ratio | TR-FRET artefact counter-screen, PPARgamma/SRC-3 format; stronger effect = higher value | TR-FRET ratio at 8 µM | 99,000 compounds, 0.39% hits | AID 1048, 2008; in the data active = TR-FRET ratio above about 2000; also: inactives centre near 1600
Starred values were filed as active, the others as inactive. No enrichment for hits. About 0.65% of those tested had a hit in this group.

structure | SRC1 TRFRET art | SRC3 TRFRET art
O=C(COC(=O)c1ccc(Br)o1)NC1CCCCC1 | 1791 | 1538
CS(=O)(=O)ON=C1CCN(S(=O)(=O)c2ccccc2)CC1 | 1869 | 1612
Cc1ccc(NC(=O)COc2cccnc2[N+](=O)[O-])cc1S(=O)(=O)N1CCCCC1 | 1950 | 1548
Cc1nn(-c2ccc(F)cc2)c(Cl)c1/C=C/C(=O)OCC(=O)Nc1ccc(F)cc1F | 1998 | 1737
COc1ccc([N+](=O)[O-])cc1NC(=S)NC(C)=O | 1918 | 1604
CC1CCCCN1C(=S)Nc1ccc2nc3n(c(=O)c2c1)CCCCC3 (stereo unspecified) | 1941 | 1645
C/C(=N\NC(=O)CNc1cccc(Cl)c1C)c1cccs1 | 1792 | 1621
COc1ccc(/C=C/C(=O)NCCCc2ccccc2)cc1OC | 1886 | 1492

Three entries drawn at random from the list so far:
structure | SRC1 TRFRET art | SRC3 TRFRET art
CS(=O)(=O)ON=C1CCN(S(=O)(=O)c2ccccc2)CC1 | 1869 | 1612
O=C(COC(=O)c1ccc(Br)o1)NC1CCCCC1 | 1791 | 1538
Cc1ccc(NC(=O)COc2cccnc2[N+](=O)[O-])cc1S(=O)(=O)N1CCCCC1 | 1950 | 1548

Returning to the listing, starting four compounds before the break.
structure | SRC1 TRFRET art | SRC3 TRFRET art
COc1ccc([N+](=O)[O-])cc1NC(=S)NC(C)=O | 1918 | 1604
CC1CCCCN1C(=S)Nc1ccc2nc3n(c(=O)c2c1)CCCCC3 (stereo unspecified) | 1941 | 1645
C/C(=N\NC(=O)CNc1cccc(Cl)c1C)c1cccs1 | 1792 | 1621
COc1ccc(/C=C/C(=O)NCCCc2ccccc2)cc1OC | 1886 | 1492
Cc1nn(-c2ccccc2)c2nc(-c3cccs3)cc(C(=O)NN)c12 | 1666 | 1510
O=C(NCCC1=CCCCC1)C1CCC(CNc2nc(=S)[nH]c3ccccc23)CC1 (stereo unspecified) | 1888 | 1534
Cc1cc(NC(=O)CSc2ncnc3sc(C)c(C)c23)no1 | 1762 | 1494
COc1ccc(-c2cnn(-c3ccccc3)c2N)cc1OC | 1790 | 1719
CCOC(=O)C1=C(C)NC(=O)NC1c1ccc(Br)o1 (stereo unspecified) | 1642 | 1349
COc1cccc(/C=C/C(=O)OCC(=O)c2ccc3c(c2)NC(=O)CO3)c1OC | 1962 | 1657
COc1ccc(S(=O)(=O)ON=C2CC(C)(C)N(C(C)=O)C(C)(C)C2)cc1 | 1829 | 1564
O=c1c([N+](=O)[O-])c(N2CCCC2)c2ccccc2n1-c1ccccc1 | 1926 | 1538

Going on with the list.
structure | SRC1 TRFRET art | SRC3 TRFRET art
C/C=C(\C)C(=O)NCCN1C2=NC[C@H](C(C)C)N2C[C@H]1Cc1ccc(O)cc1 | 1662 | 1583
COc1cc(NC(=O)COC(=O)c2ccc(C)c(S(=O)(=O)N3CCCCC3)c2)c(C)cc1[N+](=O)[O-] | 2069 | 1485
COc1ccc(CCCc2nnc(SCc3nc4ccccc4c(=O)[nH]3)n2C)cc1C | 1979 | 1790
COC(=O)Cc1ccc(NC(=S)NCCCN2CCOCC2)cc1 | 1910 | 1621
CC(C)(C)NC(=O)c1ccccc1NC(=O)c1ccc2c(c1)OCO2 | 1798 | 1449
Cc1c(C(=O)NC2CCCc3ccccc32)oc2ccc(S(=O)(=O)N3CCCCC3)cc12 (stereo unspecified) | 2018 | 1797
O=C(O)CN(CCO)CCN(CC(=O)O)CC(=O)O | 1694 | 1662
CCOc1ccc(NS(=O)(=O)c2ccc(NS(C)(=O)=O)cc2)cc1 | 1913 | 1622

Next structures:
structure | SRC1 TRFRET art | SRC3 TRFRET art
CCCN1C(=O)/C(=C\C=C2\N(CC)c3ccccc3C2(C)C)SC1=S | 1583 | 1530
CCN(CC)C(=O)Cn1cc(S(=O)(=O)CC(=O)NCCc2ccc(OC)c(OC)c2)c2ccccc21 | 1696 | 1726
CC(=O)Oc1c(C)c(=O)n(C)c2ccccc12 | 1671 | 1626
O=S1(=O)N=C(N/N=C/C=C/c2ccccc2)c2ccccc21 | 1813 | 1577
C=C(C)CNC(=S)Nc1cccc(S(=O)(=O)NC2=NCCC2)c1 | 1762 | 1567
COc1ccc(CCC(=O)N(C)CC(=O)Nc2ccc(N3CCOCC3)cc2)cc1 | 1739 | 1719
COc1cc(C(=O)NNC(=O)c2ccc(NC(C)=O)cc2)cc(OC)c1OC | 1643 | 1706
CCOc1ccc2nc(SCC(=O)Nc3ccc4c(c3)OCO4)sc2c1 | 1904 | 1583

The listing continues.
structure | SRC1 TRFRET art | SRC3 TRFRET art
Cc1ccc(NC(=O)COC(=O)c2ccco2)cc1 | 1756 | 1439
O=C(O)c1ccc(N=NNc2cccc([N+](=O)[O-])c2)cc1 | 1970 | 1792
O=S(=O)(c1ccc(Cl)s1)N1CCN(Cc2ccccc2)CC1 | 1765 | 1383
CN(C)c1ccc(S(=O)(=O)N(C)C)cc1[N+](=O)[O-] | 1933 | 1586
CCOc1cc(CNC2CCCC2)c(Cl)cc1OCC(=O)Nc1ccccc1 | 2018 | 1638
O=C(c1ccccc1)c1cc(Cl)ccc1N1C(=O)C=CC1=O | 1739 | 1529
CCN(CC)S(=O)(=O)c1ccc(N2CCOCC2)c(NC(=O)Cc2ccccc2)c1 | 1682 | 1503
Cc1ccc(N2C(=O)N(Cc3ccccc3C)c3ccccc3S2(=O)=O)cc1 | 1535 | 1331

Next results
structure | SRC1 TRFRET art | SRC3 TRFRET art
Cc1n[nH]c(C)c1S(=O)(=O)N1CCCC(C(=O)NCc2ccc(F)cc2)C1 (stereo unspecified) | 1943 | 1450
O=C1c2ccc([N+](=O)[O-])cc2C(=O)N1c1ccc(Cl)cn1 | 1856 | 1563
COc1ccc(NC(=O)CSc2ccc3nnc(-c4cccnc4)n3n2)c(OC)c1 | 1713 | 1465
O=C(NCCc1c[nH]c2ccccc12)C(=O)NCC1OCCCN1S(=O)(=O)c1ccccc1 (stereo unspecified) | 1635 | 1678
CCOC(=O)Cc1nc2ccccc2n(CC#N)c1=O | 1617 | 1346
CC(=O)Nc1ccc(/C=C(\C#N)C(=O)NCc2ccccc2)cc1 | 1890 | 1686
Cc1nc(NS(=O)(=O)c2ccccc2)sc1C(C)(C)C | 1698 | 1361
COCCOc1ccc(C(F)(F)F)cc1NC(=O)c1ccc(C)cc1 | 1881 | 1530

(further entries)
structure | SRC1 TRFRET art | SRC3 TRFRET art
CC(Oc1ccc(Cl)cc1Cl)C(=O)NCCC1=CCCCC1 (stereo unspecified) | 1730 | 1696
CC(=O)Oc1c(C)cc(Cl)cc1C(=O)Nc1ccc([N+](=O)[O-])cc1Cl | 1764 | 1353
CN(C)/N=C/c1ccc(Sc2ccccc2[N+](=O)[O-])o1 | 1779 | 1491
NC(=O)COc1ccc(Cc2ncc(C(F)(F)F)cc2Cl)cc1 | 1559 | 1474
O=C(N/N=C/c1ccccn1)c1ccc([N+](=O)[O-])cc1 | 1549 | 1402
O=C(O)c1ccc(-n2ccnc2)c([N+](=O)[O-])c1 | 1794 | 1458
COc1ccc([N+](=O)[O-])cc1N(CC(=O)NCCCOC(C)C)S(C)(=O)=O | 1560 | 1452
C/C(Cn1nc([N+](=O)[O-])cc1C)=N\NC(=O)COc1c(Cl)cc(Cl)cc1Cl | 1792 | 1478

Next records follow:
structure | SRC1 TRFRET art | SRC3 TRFRET art
Cc1ccccc1CS(=O)(=O)CCC(=O)O | 1655 | 1522
O=c1c(Cl)c(Cl)cnn1Cc1ccc(F)cc1 | 1886 | 1689
CCOC(=O)N1CCc2c(sc(NC(=O)c3ccc(Cl)s3)c2C(N)=O)C1 | 1853 | 1662
Cc1cc([N+](=O)[O-])nn1CC(=O)Nc1sc2c(c1C(N)=O)CCCC2 | 1686 | 1426
S=C(Nc1ccc(Br)cc1Cl)NC1CCN(Cc2ccccc2)CC1 | 1627 | 1398
CC1CCCC(NCC(=O)Nc2ccc(C(N)=O)cc2)C1C (stereo unspecified) | 1874 | 1684
NNC(=O)c1ccc(CN2CCCCC2)o1 | 1778 | 1623
O=C(c1ccc(N2CCCCS2(=O)=O)cc1)N1CCN(c2ccc(N3CCOCC3)nn2)CC1 | 1719 | 1382

(cont.)
structure | SRC1 TRFRET art | SRC3 TRFRET art
CC(=O)O[C@@H]1C[C@H]2C(C)(C)C(=O)C=C[C@]2(C)[C@H]2CC[C@@]3(C)[C@H](c4ccoc4)OC(=O)[C@H]4O[C@]43[C@@]21C | 1824 | 1485
CCN(CC)C(=O)C[n+]1ccc(C(N)=O)cc1 | 1934 | 1651
COc1ccc(CCNS(=O)(=O)c2cc(C(=O)O)c(Cl)cc2Cl)cc1 | 1628 | 1514
COc1cccc(-c2ccc(SCC(=O)N3CCc4ccccc43)nn2)c1 | 1549 | 1545
O=C(C1=C[C@@H]2[C@H]3C(=O)N(c4cccc(Cl)c4)C(=O)[C@H]3[C@@H](C(=O)c3ccc(Cl)cc3)N2C=C1)c1ccccc1 | 1755 | 1616
Cc1ccnc(NC(=O)c2ccc(Cl)c(NC(=O)C(C)Oc3ccccc3)c2)c1 (stereo unspecified) | 1693 | 1440
Cn1cccc1CC(=O)NNC(=O)Nc1cccc(Cl)c1 | 1926 | 1579
O=C(c1cccc(S(=O)(=O)Nc2ccccc2F)c1)N1CCN(c2ccccc2F)CC1 | 1954 | 1636

(further entries)
structure | SRC1 TRFRET art | SRC3 TRFRET art
Cc1cc(NC(=O)CCC(=O)N(c2cccnc2)C(C(=O)NC2CCCC2)c2ccccc2)no1 (stereo unspecified) | 2061 | 1749
CCC(=O)NC(=S)Nc1ccc(NC(=O)COc2ccc([N+](=O)[O-])cc2)cc1 | 1675 | 1374
S=C(NCCc1ccccc1)NCc1ccccc1Cl | 1677 | 1650
COc1ccccc1CCC(=O)Nc1ccc(C)cc1Cl | 1775 | 1587
Cc1nn2c(=S)[nH]nc2[nH]c1=O | 1918 | 1582
O=C(Oc1ccccc1)c1cc2ccccc2oc1=O | 1638 | 1510
CC(C)Cn1c(SCC(=O)Nc2cccc(S(N)(=O)=O)c2)nc2ccccc2c1=O | 1864 | 1651
O=C(CS(=O)c1ccccc1[N+](=O)[O-])Oc1ccc(Br)cc1 (stereo unspecified) | 1892 | 1788

(more compounds)
structure | SRC1 TRFRET art | SRC3 TRFRET art
N#Cc1cnc(Nc2nc3ccccc3o2)nc1-c1ccccc1 | 2041 | 1579
CCSc1nnc(NC(=O)[C@@H](NC(=O)c2ccccc2)C(C)C)s1 | 1488 | 1329
CC(OC(=O)c1cc(S(=O)(=O)N(C)c2ccccc2)ccc1Cl)C(=O)Nc1ccc2c(c1)OCCO2 (stereo unspecified) | 1840 | 1767
C/C(=N\NC(=O)c1cc(C(C)(C)C)[nH]n1)C12CC3CC(CC(C3)C1)C2 | 1805 | 1606
COc1ccc([N+](=O)[O-])cc1N(CC(=O)NC1CCCCC1)S(C)(=O)=O | 1820 | 1499
CCOc1cc(/C=N/Nc2cccc(C(=O)O)c2)ccc1OCC(=O)N1CCCCC1 | 1864 | 1689
Cc1cc(NC(=O)C2CC2)ncc1NC(=O)c1ccccn1 | 1562 | 1616
COc1ccc(N2CCN(c3ccc(N4C(=O)CC(C)C4=O)cc3[N+](=O)[O-])CC2)cc1 (stereo unspecified) | 1829 | 1355

Continuation.
structure | SRC1 TRFRET art | SRC3 TRFRET art
COc1ccc(N2CCN(C(=O)NC3CC(=O)N(c4ccc(OC)cc4)C3)CC2)cc1 (stereo unspecified) | 1876 | 1647
CC(C)N(C)S(=O)(=O)c1ccc(Cl)c(C(=O)O)c1 | 1877 | 1631
Cc1ccc(CNC(=O)/C=C/c2ccc(S(=O)(=O)N3CCOCC3)cc2)cc1 | 1568 | 1519
Cc1cccc(/C=N/Nc2ccc3ccccc3n2)c1 | 1731 | 1543
Cc1cccc(NC(=O)CCCn2c(=S)[nH]c3ccccc3c2=O)c1 | 1804 | 1589
O=C(OC(c1ccc(NS(=O)(=O)c2ccccc2)cc1)(C(F)(F)F)C(F)(F)F)c1ccccc1 | 1890 | 1602
NS(=O)(=O)c1ccc(NC(=S)NC2CCCC2)cc1 | 1618 | 1527
C=CCn1c(SCC(=O)Nc2nnc(C)s2)nnc1-c1cccnc1 | 1955 | 1672

(listing goes on)
structure | SRC1 TRFRET art | SRC3 TRFRET art
Cc1cccc(C(=O)N[C@H](C(=O)OCC(=O)NC(=O)c2cccn2C)C(C)C)c1 | 1544 | 1493
COc1ccc(NC(=O)CN2C(=O)C(C)SC(C)C2=O)cc1 (stereo unspecified) | 1695 | 1703
C/C(CC(=O)Nc1ccc([N+](=O)[O-])cc1)=N/NC(=O)C1CC12CCC2 (stereo unspecified) | 2082 | 1564
Cc1ccc(NC(=O)Cc2ccc(-n3cccc3)cc2)c(C)c1 | 1959 | 1533
Cc1cccc(NC(=O)CSc2nsc(SCC(=O)Nc3cccc(C)c3)c2C#N)c1 | 1841 | 1566
Cc1ccc(/C=C/C(=O)Nc2ccc([N+](=O)[O-])c(NC(=O)/C=C/c3ccc(C)o3)c2)o1 | 1757 | 1672
COc1ccc(Oc2ccc(/C=C/C(=O)c3ccc(O)cc3)cc2[N+](=O)[O-])cc1 | 2005 | 1720
CCOc1cc(/C=C2/N=C(C)C(C(=O)OC)=C2O)ccc1O | 1915 | 1356

(list continues)
structure | SRC1 TRFRET art | SRC3 TRFRET art
CC1CCN(C(=O)CSc2nnc(Cc3cccn3C)n2-c2ccc(F)cc2)CC1 | 1740 | 1688
CCOc1ccc(-n2c(O)c(/C=N/c3ccnn3Cc3ccncc3)c3ccccc3c2=O)cc1 | 1895 | 1493
COc1ccc(C(CC(=O)O)NC(=O)c2sc3ccccc3c2Cl)cc1 (stereo unspecified) | 2161 | 1641
O=C(Cn1c(=S)[nH]c2ccccc2c1=O)N1CCN(c2ccc(F)cc2)CC1 | 1671 | 1668
COc1cccc(C(=O)Oc2ccc3c(C)cc(=O)oc3c2C(C)=O)c1 | 1665 | 1682
